Assay outcomes from PubChem.
EP2 mod: modulators of human EP2 prostaglandin E2 receptor | P43116 | EP2-expressing cells, cAMP HTRF FRET, PGE2 co-stimulation | induction, % at 25 µM | 0.83% of 260,000 active;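 active = compounds whose cAMP rise, as percent of the full-agonist control response, exceeds 60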;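 also: rat C6 glioma line stably carrying human EP2 under a CMV promoter; the protocol text gives 20 µM as final concentration; 100% = response of wells given 1 µM PGE2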
Target sequence (P43116 whole entry, looked up): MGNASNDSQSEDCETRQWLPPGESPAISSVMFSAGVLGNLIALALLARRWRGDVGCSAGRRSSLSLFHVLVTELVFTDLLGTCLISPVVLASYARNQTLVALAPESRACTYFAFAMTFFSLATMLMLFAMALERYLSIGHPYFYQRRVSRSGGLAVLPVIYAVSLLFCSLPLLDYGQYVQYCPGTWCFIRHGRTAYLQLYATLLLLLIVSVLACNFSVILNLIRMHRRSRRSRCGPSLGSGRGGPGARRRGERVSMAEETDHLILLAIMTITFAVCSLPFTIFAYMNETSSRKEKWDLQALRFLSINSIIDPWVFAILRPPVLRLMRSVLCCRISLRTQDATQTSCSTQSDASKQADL
BaF3 parental: counter-screen for JAK2V617F inhibitors: parental Ba/F3 viability inhibitors. AID 1486. inhibition, % at 5.6 µM. 1.1% of 220,000 active. CellTiter-Glo ATP luminescence;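 active = inhibition above a per-campaign cutoff, the mean inhibition of all tested compounds plus 3 SD, cut at about 27% in these data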;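 also: 0% = DMSO wells and 100% = JAK Inhibitor I control wells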
zfTRPN1 agonist: activates the zebrafish TRPN1 channel | HEK293 zebrafish TRPN1-YFP, Fluo-8 calcium fluorescence; 100% = response to 87 µM carbachol | activation, % at 3 µM | 0.18% of 220,000 active;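 active = activation above its plate's cutoff, the mean activation of test wells on that plate plus 3 SD, cut at about 19% in these data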;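 also: 0% = DMSO alone and 100% = 87 µM carbachol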
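Control set: carbachol 87 µM as high control, DMSO as low control; system: HEK293 stable line with zebrafish TRPN1-YFP; read-out: % activation versus carbachol response; detection: intracellular calcium fluorescence with Fluo-8; doses: single test compound dose, 3 µM nominal, 0.3% DMSO; schedule: dye 1 h 37 °C plus 30 min RT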
Calpain2 inh: inhibitors of pig calpain II | purified calpain II, fluorogenic peptide substrate, 30 min | inhibition, % at 16 µM | 0.37% of 220,000 active | AID 1236;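 active = inhibition above about 50%, limit read from the data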
PERK inhibitor: inhibitors of human PERK kinase; Q9NZJ5; CHO PERK-DD fusion, SEAP luminescence translation reporter; inhibition, % at 5.6 µM; 0.17% of 220,000 active;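 active = inhibition above the mean inhibition of all tested compounds plus 3 SD, set separately per screening campaign, cut at about 2.9% in these data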;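 also: PERK kinase domain activated by AP20187 dimerizer at 100 nM; 0% = DMSO with dimerizer and 100% = rapamycin at 8.4 µM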
TRPML3 agonist: human mucolipin-3 channel agonism; 0.29% of 220,000 active; AID 1448; HEK293 TRPML3-YFP, Fluo-8 calcium fluorescence; 100% = the carbachol control signal; activation, % at 3 µM; Q8TDD5;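 active = activation above its plate's cutoff, the mean activation of the plate's test wells plus 3 SD, cut at about 12% in these data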;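 also: 0% = DMSO only wells and 100% = carbachol wells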
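Material: HEK293 cells stably carrying human TRPML3-YFP; compound dosing: single dose, 3 µM final nominal compound, 0.3% DMSO final; incubation: 1-h 37 °C dye load, 5-s basal, 120-s post-compound reads; technique: Fluo-8 intracellular calcium fluorescence, excitation 470-495 nm, emission 515-575 nm; read-out basis: percent activation from peak-to-basal fluorescence ratio, scaled between DMSO and carbachol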
S1P4 ag: human S1P4 receptor agonism | S1P4-expressing cell line, agonist reporter assay | activation, % at 4.98 µM | AID 1509 | 0.35% of 220,000 active | O95977; in the data active = activation above about 11%;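 also: 0% = DMSO vehicle and 100% = reference agonist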
Target sequence (O95977 whole entry, looked up): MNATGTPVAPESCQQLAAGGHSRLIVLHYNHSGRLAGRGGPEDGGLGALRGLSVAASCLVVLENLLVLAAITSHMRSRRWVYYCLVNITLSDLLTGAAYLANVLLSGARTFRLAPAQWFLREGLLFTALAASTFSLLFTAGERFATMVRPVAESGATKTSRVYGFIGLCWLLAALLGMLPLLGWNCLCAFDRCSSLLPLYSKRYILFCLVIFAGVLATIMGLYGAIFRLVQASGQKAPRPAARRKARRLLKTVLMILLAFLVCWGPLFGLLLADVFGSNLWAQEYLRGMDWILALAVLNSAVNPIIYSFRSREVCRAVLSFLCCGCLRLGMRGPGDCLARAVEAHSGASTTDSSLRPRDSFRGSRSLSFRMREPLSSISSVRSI
S1P4 antag: blocks the human S1P4 receptor; S1P4-expressing cells, antagonist mode, reporter read-out; 0.26% of 220,000 active; inhibition, % at 4.98 µM; in the data active = inhibition above about 29%;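 also: 0% = wells stimulated with agonist and 100% = vehicle wells without agonist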
Ba/F3 V617F tox: reduce viability of Ba/F3 cells dependent on JAK2V617F; Ba/F3 EpoR-JAK2V617F viability, ATP luminescence; 1.1% of 220,000 active; AID 1446; inhibition, % at 5.6 µM;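 active = inhibition above the campaign mean plus 3 SD over all tested compounds, cut at about 24% in these data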;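 also: cytokine-independent growth of Ba/F3 cells driven by EpoR plus mutant JAK2; 0% = DMSO-treated cells and 100% = JAK inhibitor I control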
An asterisk follows results filed as active; i = inactive; x = not tested or not shown; & = joins results of further samples.

SMILES | EP2 mod | BaF3 parental | zfTRPN1 agonist | Calpain2 inh | PERK inhibitor | TRPML3 agonist | S1P4 ag | S1P4 antag | Ba/F3 V617F tox
CC(=O)c1ccc(N2CCN(C(=O)CCN3C(=S)NC(C)(C)CC3C)CC2)cc1 (centres undefined) | 1 | 4 | -1.1 | 20 | -0.2 | 0.7 | 1.2 | -7 | 2
Cc1cccc(C)c1OCC(O)CNC(C)(C)C (centres undefined) | -60 | 0 | -0.5 | 0 | 0.0 | -0.7 | 0.1 | -15 | -3
CCOc1ccccc1N1C(=O)c2ccc(C(=O)O)cc2C1=O | 10 | 2 | -0.2 | -10 | 0.7 | 0.7 | -5.0 | 12 | -1
Cc1cc(N)n2nc(-c3ccccc3)cc2n1 | -45 | 11 | -0.4 | -77 | 0.1 | -0.1 | 2.5 | -15 | 3
COc1ccc(-c2ccc(OC)cc2)cc1 | 16 | 1 | 0.1 | -7 | 1.6 | 0.3 | 2.5 | -9 | -2
O=C(/C=C/Nc1ccccc1)c1ccc(Oc2ncccn2)cc1 | -6 | 3 | 1.6 | 10 | -0.3 | -0.1 | 1.2 | -18 | 4
CC(C)OC(=O)[C@H]1[C@H](c2ccc(Cl)cc2)[C@@](C#N)(C(N)=O)[C@@H]2C=CC(C(N)=O)=CN21 | 1 | 2 | -0.7 | -3 | 0.7 | 0.0 | -0.1 | -15 | 0
CC(C)NC(=O)CC1OC(=O)c2ccccc21 (centres undefined) | -5 | 4 | -0.4 | -10 | 0.6 | 0.7 | 1.6 | -9 | 0
Cc1nccc2oc(=O)c(NC(=O)c3ccc(Cl)cc3)cc12 | -25 | 2 | -0.4 | 5 | 0.8 | 0.3 | -1.3 | -7 | -1
COc1cc(NC(=O)CSc2nnc3n2C(C)(C)Cc2ccccc2-3)cc(OC)c1 | -27 | 3 | -0.9 | -12 | -1.3 | -0.7 | -2.1 | -2 | 5
CC(C)(C)C(=O)Nc1nc(=S)ss1 | 1 | -1 | 0.1 | -5 | -0.3 | 0.9 | -4.3 | -7 | -1
O=C1NCCCCC1NC1CC(=O)N(c2ccccc2)C1=O (centres undefined) | 12 | -2 | -0.5 | -1 | 2.2 | 0.2 | 2.3 | 5 | -4
CCn1c(SCC(=O)Nc2cc(C)on2)nc2c1c(=O)n(C)c(=O)n2C | 1 | 4 | -0.2 | 11 | 0.3 | 0.1 | 2.7 | -9 | 3
O=C(Nc1nc(-c2ccc(S(=O)(=O)N3CCCCCC3)cc2)cs1)c1ccccc1 | -14 | 4 | 1.3 | -393 | -1.9 | 0.6 | 2.0 | -13 | 2
Nc1nc(SCC(=O)N2CCN(S(=O)(=O)c3ccc(Cl)cc3)CC2)n[nH]1 | 0 | 5 | 2.2 | -18 | 1.1 | 1.2 | 0.2 | 3 | 4
COc1ccc(C)cc1NC(=O)C1C2C=CC(C2)C1C(=O)O (centres undefined) | 8 | 7 | 0.1 | 4 | 1.2 | 0.5 | -2.3 | 8 | 1
O=c1[nH]c(N2CCN(Cc3ccccc3)CC2)nc2c1CCC2 | -14 | 0 | -0.2 | 13 | 0.2 | -0.7 | -4.7 | 1 | -1
O=C(/C=C/Nc1ccccc1C(=O)O)c1cccs1 | 14 | 9 | -0.3 | -10 | 0.7 | 1.5 | -0.6 | -7 | -3
CC(NC(=O)Nc1ccc(Cl)cc1)C1CCCO1 (centres undefined) | -30 | 11 | 1.3 | -15 | 1.2 | 0.9 | 0.0 | -18 | 6
CN(C)/C=N/C(=S)Nc1ccccc1F | 2 | 5 | 0.4 | -51 | 1.5 | 1.1 | -0.1 | -1 | 0
Cc1cccc(OCc2nnc(SCC(=O)Nc3cccc(C(=O)N4CCOCC4)c3)n2C)c1 | 10 | -5 | -0.8 | -6 | 1.0 | 0.7 | 0.3 | -5 | -4
COc1ccc(C(=O)NCc2nnc(SCC(=O)N3CCc4ccccc43)o2)cc1OC | -15 | 3 | -0.9 | -6 | -1.0 | 0.2 | -4.2 | -24 | -1
O=C(NNC1=C(C(=O)C(F)(F)F)CCC1)c1ccccc1Cl | 2 | 7 | -0.3 | 30 | 0.8 | 1.0 | -6.1 | -4 | 0
CC(=O)CC(=O)Nc1ncccn1 | 14 | 2 | 0.8 | 19 | 0.5 | 0.7 | 0.3 | -1 | 2
O=C1NC(=S)S/C1=C\c1ccc(SCc2ccco2)o1 | -40 | 6 | -0.1 | 52* | 0.7 | 0.1 | 0.9 | -13 | 3
OCC1OC(n2cnc3c(NC4CCCCC4)ncnc32)C(O)C1O (centres undefined) | 22 | -5 | 0.6 | 39 | 1.4 | -0.1 | 1.2 | -30 | -8
Cc1ccnc2nc(C(=O)NCc3cccs3)nn12 | 22 | 1 | 0.8 | 7 | -0.4 | -0.6 | 0.0 | -12 | 4
CCC(c1nnnn1CCOC)N1CCN(Cc2ccccc2OC)CC1 (centres undefined) | 14&-10 | 7 | 0.0 | -13 | -0.7 | 0.1 | -1.3 | -1 | 3
C=CCc1ccc(O)c(-c2ccc(O)c(CC=C)c2)c1 | 8 | -9 | -0.1 | 16 | 0.1 | -0.3 | 1.3 | 5 | 5
O=C(CSc1nc2ccccc2c(=O)n1-c1ccccc1F)Nc1ccc2c(c1)CCC2 | 16 | -2 | -0.8 | -53 | -0.4 | 0.4 | -0.6 | -16 | -3
O=C1c2cccc3c([N+](=O)[O-])ccc(c23)C(=O)N1c1ccccn1 | -42 | 10 | -2.4 | i | 2.0 | -2.0 | -3.0 | 105* | 21
Cc1nn(Cc2ccc(F)cc2Cl)c(C)c1[N+](=O)[O-] | -6 | 1 | -3.3 | 24 | 0.6 | -1.3 | -1.4 | 6 | -2
CCc1ccccc1NC(=O)CSc1ccsc1[N+](=O)[O-] | 17 | 3 | -1.1 | -7 | -0.5 | -0.6 | 0.9 | -18 | -3
FC(F)(F)c1cc(NCc2cccs2)n2ncnc2n1 | -14&7 | 0 | 0.7 | -3 | 1.9 | -0.6 | -0.8 | -2 | -6
C=CCNc1cnn(-c2ccc(C)cc2)c(=O)c1Cl | -15 | 9 | 0.8 | 20 | 0.6 | 0.8 | 1.3 | -12 | 3
Cc1cc(C)cc(-n2cccc2/C=C2/C(=N)N3C(=NC2=O)SN=C3S(C)(=O)=O)c1 | 19 | 7 | 0.8 | 1 | 1.0 | 0.9 | 0.9 | 2 | 0
O=C(NCCCc1ccccc1)c1cc([N+](=O)[O-])ccc1Cl | -23 | 10 | -1.9 | -1 | 0.3 | 0.1 | 0.6 | 3 | 12
C=CCc1cccc2cc(NC(C)=O)c(=O)oc12 | 31 | 0 | -0.8 | -49 | -0.6 | 0.6 | 3.6 | -11 | -6
CCC(=O)OCC(=O)Nc1ccc([N+](=O)[O-])cc1OC | 18 | 4 | -1.5 | -20 | 0.6 | 0.8 | -1.2 | -13 | -1
CC(C(=O)NCC1CCCCC1)N(C)Cc1cccc(Cl)c1 (centres undefined) | 27 | 1 | -0.5 | 36 | 0.7 | 0.5 | -0.1 | -19 | 3
Cc1ccccc1-c1nc(SCc2ccccn2)c2c(=O)n(C)c(=O)n(C)c2n1 | 1 | -2 | 0.2 | 26 | 1.5 | -0.4 | -1.7 | 3 | -5
CC1(C)Cc2cccc(OCC(N)=O)c2O1 | 11 | 2 | 0.5 | -9 | 1.8 | 0.4 | -0.8 | -3 | -2
CCOc1ccc(S(=O)(=O)Nc2nc3cc(OC)ccc3s2)cc1 | 15 | 1 | -0.5 | -62 | 0.6 | 0.1 | 0.1 | 5 | -4
C=CCNC(=O)NC(=O)COC(=O)/C(C#N)=C/c1cc(C)n(CC(C)C)c1C | 27 | 5 | 1.3 | -43 | -1.0 | 0.7 | 1.7 | 1 | 3
O=C(NC1CCCC1)c1cc(-c2cccs2)on1 | -4 | 2 | 0.0 | 9 | 0.5 | 0.9 | -2.3 | 8 | -1
Cc1ccc(S(=O)(=O)c2n[nH]n3c2nc(=O)c2ccccc23)cc1 | 12 | 3 | 1.4 | -78 | 1.1 | 0.9 | 0.3 | 6 | 0
Cc1ccc(CC2CC(=O)N(c3ncccn3)C2=O)cc1 (centres undefined) | 38 | -1 | 0.6 | -15 | 0.7 | 0.8 | -0.5 | 6 | -1
CC(C)N(CCn1cnc2c([nH]c3ccccc32)c1=O)C(C)C | -32 | -1 | 0.5 | -18 | 1.1 | 0.4 | -0.5 | 10 | -1
CCc1cccc(NC(=O)Cn2cc(C=O)c3ccccc32)c1 | -47 | 5 | 4.9 | -26 | 1.7 | 3.7 | -0.9 | -12 | 0
CCCCn1c(SCC(=O)Nc2sc3c(c2C(N)=O)CCC3)nnc1-c1ccccc1 | x | 4 | -1.1 | x | -0.8 | -1.7 | -0.7 | 2 | 1

(further entries)
SMILES | EP2 mod | BaF3 parental | zfTRPN1 agonist | Calpain2 inh | PERK inhibitor | TRPML3 agonist | S1P4 ag | S1P4 antag | Ba/F3 V617F tox
O=C(NN1CC(=O)N(c2cc(Cl)cc(Cl)c2)CC1=O)c1cccs1 | 28 | -2 | 2.6 | -30 | 0.4 | 1.0 | 1.4 | -4 | -1
CC1(C)OC(c2ccccc2)=C/C(=C/C=N/NC(=O)c2ccncc2)O1 | -2 | 0 | -0.4 | -23 | -0.6 | -0.1 | 0.7 | 9 | 2
O=C(NN1CCOCC1)c1cc(-c2cccs2)nc2ccccc12 | 23 | 7 | 0.2 | -465 | -1.0 | 0.1 | 2.3 | -4 | 3
COc1ccc(-c2nnc(SCc3nnc(-c4ccccc4)o3)n2-c2ccccc2)cc1 | -11 | 3 | -0.2 | 10 | 0.1 | 0.1 | 1.3 | -5 | 0
CCOC(=O)C1(Cc2cccc(F)c2)CCN(Cc2cnn(CC)c2C)CC1 | -38 | 5 | -0.4 | -31 | -0.3 | 0.8 | 0.7 | 4 | -2
Cc1cc[n+](-c2nc3ccccc3nc2C(=C=[N-])C#N)cc1 | -11 | -2 | 0.2 | i | 0.4 | 0.5 | 0.8 | -19 | -3
CCOC(=O)N1CCN(C(=O)c2cn(-c3ccc(C)c(C)c3)c(=O)c3ccccc23)CC1 | 25 | 9 | 2.0 | -47 | -0.8 | 1.9 | -0.7 | -8 | 1
Cc1ccc(-n2nnnc2SCC(=O)N2Cc3ccccc3CC2C(=O)O)cc1 (centres undefined) | -7 | 0 | -0.7 | 29 | 1.6 | 0.7 | -1.0 | -13 | -2
CCNC(=S)N/N=C(\C)c1ccc2ccccc2c1 | -46 | 12 | -1.2 | 20 | -0.5 | 0.2 | 2.5 | -2 | 3
CCOc1ccc(-c2c(C(=O)N/N=C/c3ccccc3)nnn2-c2nonc2N)cc1 | 12 | 1 | -0.1 | 0 | -1.8 | 0.0 | 1.3 | 5 | -2
CC(=O)Nc1ccc(Nc2cc(C)nc3c(-c4ccccc4)c(C)nn23)cc1 | -39 | 1 | 2.0 | -3 | -0.4 | 0.7 | 1.1 | -12 | -1

Another view of 2 compounds above:
Order of results – EP2 mod	BaF3 parental	zfTRPN1 agonist	Calpain2 inh	PERK inhibitor	TRPML3 agonist	S1P4 ag	S1P4 antag	Ba/F3 V617F tox
- Cc1ccc(-n2nnnc2SCC(=O)N2Cc3ccccc3CC2C(=O)O)cc1 (centres undefined)
    -7	0	-0.7	29	1.6	0.7	-1.0	-13	-2
- CCOC(=O)N1CCN(C(=O)c2cn(-c3ccc(C)c(C)c3)c(=O)c3ccccc23)CC1
    25	9	2.0	-47	-0.8	1.9	-0.7	-8	1
